# Screens: PubChem, National Center for Advancing Translational Sciences (NCATS)
# Akt phos inh: inhibitors of Akt phosphorylation | Neuro2A IGF-stimulated pAkt S473 HTRF, 20 min; stronger effect = lower value | activity change, % for hits at 50 µM | AID 651550 | 360,000 tested, 0.32% active; in the data active = activity change below about -80%; inconclusive = mostly about -51% to -80%; note: % is set by controls: 0 for no effect and ±100 for the full control effect
#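 Neuro2A cells in DMEM with 0.5% FBS, overnight at 37 deg C, given compound at single 50 µM final, then IGF (6 nM final) for 20 min at 37 deg C. Lysed; phospho-Akt Ser473 by HTRF after 24 h, 665/615 ratio.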
# PTHR1 ag: agonists of human PTHR1 parathyroid hormone receptor | 410,000 tested, 0.075% active | HEK293 GP2 PTHR1 cells, GloSensor cAMP luminescence, 1 h | Potency, µM (titrated, usually from 115 µM), for the others: at the top dose activation, actives largely listed as activators | Q03431; note: potency is the fitted concentration of half-maximal effect; nearly all actives have a fitted effect of over 55% in size; some results filed as inactive show a strong effect at the top dose; inactives centre near -15; many of its hits are not listed in these tables
#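 HEK-293-derived GP2 cells expressing PTHR1 and a GloSensor cAMP reporter, 3,000/well, plated overnight, given luciferin plus IBMX (each 0.5 mM as added) for 1 h at 37 °C, then compound for 1 h at 37 °C. Luminescence was read after 15 min at room temperature.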
# D3 antag: D3 dopamine receptor (human) antagonism; P35462; D3R cells, DiscoveRx beta-arrestin luminescence, antagonist mode; stronger effect = lower value; max response, negative = inhibition, %; 360,000 tested, 2.5% active; in the data active = max response below about -50%; inconclusive = no clear call, values can overlap the other calls; note: % is set by controls: 0 for no effect and ±100 for the full control effect; mostly tested at two doses, the higher about 12 µM
# Target sequence (P35462 whole entry, looked up): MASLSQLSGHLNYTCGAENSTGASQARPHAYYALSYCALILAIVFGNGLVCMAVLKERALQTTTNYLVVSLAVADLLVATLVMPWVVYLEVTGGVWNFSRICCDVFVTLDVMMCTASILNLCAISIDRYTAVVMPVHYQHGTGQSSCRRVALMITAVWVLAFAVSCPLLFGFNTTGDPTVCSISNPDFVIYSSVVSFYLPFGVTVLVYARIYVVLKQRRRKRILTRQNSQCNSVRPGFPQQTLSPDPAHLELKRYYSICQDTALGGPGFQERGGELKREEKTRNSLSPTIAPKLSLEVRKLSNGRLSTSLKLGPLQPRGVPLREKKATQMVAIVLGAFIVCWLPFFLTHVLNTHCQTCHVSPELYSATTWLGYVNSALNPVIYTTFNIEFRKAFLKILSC
#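 Cells plated overnight at 1500 cells/well, then exposed to library compounds with dopamine controls for 90 minutes at 37 degrees C. DiscoveRx reagent added for 30–60 minutes at room temperature; luminescence read, quantitative HTS format.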
# GLP1R inv ag: inverse agonists of human GLP-1 receptor. Potency, µM (doses to about 38.3 µM), for inactives: top-dose activity change, negative = inhibition, hits mostly inhibitors. P43220. 410,000 tested, 1.6% active. HEK293 GLP-1R CRE-luciferase, luminescence, 24 h; GLP-1R form is constitutively active; note: potency is the fitted concentration of half-maximal effect; % is set by controls: 0 for no effect and ±100 for the full control effect; nearly all actives have a fitted effect of over 55% in size
# Target sequence (P43220 whole entry, looked up): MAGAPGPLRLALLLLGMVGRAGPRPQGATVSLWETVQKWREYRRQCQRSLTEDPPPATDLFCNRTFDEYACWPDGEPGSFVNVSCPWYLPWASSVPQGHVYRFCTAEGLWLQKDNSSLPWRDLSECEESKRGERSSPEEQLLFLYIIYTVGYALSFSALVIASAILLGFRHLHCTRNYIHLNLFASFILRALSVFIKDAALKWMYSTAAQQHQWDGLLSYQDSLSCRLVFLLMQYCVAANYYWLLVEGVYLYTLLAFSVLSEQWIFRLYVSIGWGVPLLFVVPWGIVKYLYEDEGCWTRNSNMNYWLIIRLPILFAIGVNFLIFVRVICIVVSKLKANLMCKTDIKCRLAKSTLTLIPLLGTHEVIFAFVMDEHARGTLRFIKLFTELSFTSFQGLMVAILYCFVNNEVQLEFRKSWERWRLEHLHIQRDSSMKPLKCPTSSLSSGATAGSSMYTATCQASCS
#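 Inverse agonism was detected as reduced cAMP-driven luciferase luminescence after 24 h compound treatment. The cells were HEK293 clones expressing constitutively active human GLP-1R with the reporter. Reporter-only and GPR119 cell lines served as counterscreen controls.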
# FUS suppressor: FUS proteinopathy suppression in yeast | S. cerevisiae FUS-expressing, growth rescue, OD600, 24 h | Potency, µM (doses to about 76.6 µM), without a hit: at the top dose growth rescue (activation), usual class: activators | 390,000 tested, 0.24% active | AID 1347120;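 note: potency is the fitted concentration of half-maximal effect; plate controls were DMSO vehicle for no effect and reference control for full effect; nearly all actives have a fitted effect of over 55% in size; some results filed as inactive show a strong effect at the top dose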
#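 Yeast expressing FUS under galactose induction, OD 0.005 in 2% galactose medium; compounds in a dilution series, 24 h at 30C. Growth rescue by absorbance at 600 nm; CP55940 positive control, DMSO negative.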
# aSyn rescue: alpha-synuclein toxicity inhibition in yeast; 370,000 tested, 0.14% active; Yeast expressing alpha-synuclein, growth rescue, BacTiter-Glo, 24 h; Potency, µM (highest dose often 46.1 µM), for inactives: at the highest dose growth rescue (activation), most hits filed as activators; AID 652106; note: potency is the fitted concentration of half-maximal effect; % of control where 0% means no effect; nearly all actives have a fitted effect of over 65% in size
#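 Readout is rescue of growth in alpha-synuclein-expressing yeast, so inhibitors of toxicity appear as activators. Growth after 24 hr at 30 deg C in galactose medium is quantified by luminescence.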
# TDP-43 yeast inh: TDP-43 toxicity inhibition in yeast; AID 652104; Potency, µM (doses to about 46.1 µM), without a hit: top-dose growth rescue (activation), hits mostly activators; 410,000 tested, 1.8% active; TDP-43 expressing yeast growth rescue, BacTiter-Glo, 24 h; note: potency is the fitted concentration of half-maximal effect; % of control where 0% means no effect; nearly all actives have a fitted effect of over 50% in size
#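 Cell-based yeast growth screen: TDP-43 expression induced in galactose, inoculum OD600=0.02 after raffinose pregrowth to mid-log. Read-out BacTiter-Glo luminescence at 24 hr, 30 deg C; inhibition of toxicity seen as signal increase.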
# GLP-1R agonist: GLP-1 receptor (human) agonism | HEK293 GLP-1R CRE-luciferase, luminescence, 4-6 h; cells express a hypersensitive GLP-1R form | P43220 | Potency, µM (titrated, usually from 45.6 µM), for inactives: at the highest dose activation, usual class: activators | 380,000 tested, 0.007% active; note: potency is the fitted concentration of half-maximal effect; % of control where 0% means no effect
# Abeta yeast res: restores growth of yeast expressing A-beta42 peptide. yeast expressing A-beta42, growth rescue, OD600, 48 h; response scale: 0% DMSO, 100% iron-clioquinol control. Potency, µM (titrated, usually from 46.1 µM), for inactives: at the top dose growth rescue, hits mostly activators. 410,000 tested, 0.063% active. AID 1347071; note: potency is the fitted concentration of half-maximal effect; nearly all actives have a fitted effect of over 55% in size
#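 Yeast growth medium received pinned compounds, then yeast cells expressing toxic A-beta were added; plates incubated at 30 C for 48 hr. Growth read as absorbance at 600 nm, normalized to DMSO and equimolar FeCl3 plus clioquinol controls.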
# * marks the source's active call; other numbers are inactive results; i = inactive; ? = inconclusive; · = no result given; & = joins results of further samples; [ ] = remark or other dose. Unless noted, calls come from the whole dose curve; as a rule, active = well fitted curve in the direction sought with a large enough effect; inconclusive = small, poorly fitted or top-dose-only effect, or another doubt; inactive = no such curve, though single readings can be large; an effect the other way counts as inactive or inconclusive. The list is partial (hit frequency here may not be typical).
SMILES | Akt phos inh | PTHR1 ag | D3 antag | GLP1R inv ag | FUS suppressor | aSyn rescue | TDP-43 yeast inh | GLP-1R agonist | Abeta yeast res
O=C(Nc1ccc(NC(=O)c2cccs2)cc1)c1ccco1 | i | -1% | 4 | 31%[activator] | 31% | 2% | -4% | -7% | 4%
CC1(C)CC(=O)C=C(c2cccc(Br)c2)C1 | i | -29% | 13 | ? | -19% | 3% | 0% | -9% | -12%
Cc1ccccc1Cc1c(C)nc2c(C(=O)NCc3ccco3)cnn2c1C | i | i | -24 | -17% | ? | 24% | -7% | -2% | -20%
CCN1C(=O)/C(=C\c2nc3ccccc3c(=O)n2-c2ccccc2)c2ccccc21 | i | -91%[inhibitor] | -13 | ? | -1% | 8% | 18% | 0% | 3%
O=C(CSc1ncccn1)N/N=C/c1ccc(OC2CSC2)cc1 | i | -9% | -23 | 5% | -32% | 6% | 11µM* | 20% | 9%
CC(NS(=O)(=O)c1ccc2c(c1)OCCO2)c1ccccc1 (configuration not stated) | i | i | 12 | -2% | -19% | -4% | 6% | 18% | 13%
CCC(C)(C)NC(=O)C(OC(=O)c1cc2sccc2n1C)c1ccc(OC)cc1 (configuration not stated) | i | -12%[57.5 µM] | 5 | 2% | -19% | 10% | -10% | -10% | ?
COC(=O)/C=c1/s/c(=C(/C#N)C(=O)N2CCCCC2)n(-c2ccccc2)c1=O | i | -3% | -21 | 13% | · | -2% | 2% | -4% | 13%
O=C(COC(=O)Cn1cnc2ccccc2c1=O)Nc1ccc2c(c1)OCO2 | i | -15% | -6 | 4% | 3% | 0% | 6% | 1% | 7%
Cc1cc(Nc2cccc(F)c2)n2nc(C)nc2n1 | i | -12% | 2 | 9% | -15% | ? | 13% | -3% | -5%
O=C1C(Cl)=C(NCCCN2CCOCC2)C(=O)N1CCc1ccccc1 | i | i | -19 | -17% | 6% | 3% | -14% | -6% | 16%
O=C(Nc1cccc(S(=O)(=O)N2CCOCC2)c1)c1cnn2c(C(F)F)cc(-c3ccccc3)nc12 | i | -22% | 15 | 13% | -12% | 1% | ? | 7% | -9%
Cc1cccc(Nc2c(-c3ccc(O)cc3)nc3ncccn23)c1 | i | -16% | -4 | 3% | 8% | 2% | -1% | 5% | -5%
O=C(CNS(=O)(=O)c1ccccc1)NCC(=O)OCc1ccc(Br)cc1 | i | i | -6 | 9% | 21% | 10% | -7% | 8% | -8%
COc1ccc(CN2CCN(C3CCC3)CC2CCO)c(C)c1C (configuration not stated) | i | -17% | ? | -24% | 1% | -15% | -5% | 1% | -10%
O=C(COc1ccccc1)N1CCN(S(=O)(=O)c2cccc([N+](=O)[O-])c2)CC1 | i | -1% | 9 | -7% | -5% | -1% | -11% | 1% | -6%
N#Cc1ccc(OCc2nnc3n2CCCCC3)cc1 | i | -11% | 11 | 22% | -36% | -10% | 7% | -1% | 0%
CC(C)(O)C#Cc1ccc(C(=O)N2CCN(c3ccc(F)cc3)CC2)cc1 | i | -11% | -18 | -18% | 15% | 8% | 4% | 3% | -1%
O=C(O)c1cn(-c2ccccc2)nc1C(=O)O | i | -4% | -3 | 1% | 9% | 1% | 16% | -12% | 18%
CCOC(=O)[C@]12CCCC=C1N(Cc1ccccc1)C(=O)[C@H](CC(=O)NCc1cccs1)C2 | i | -19% | -23 | ? | 16% | 0% | -4% | · | -14%
O=CNc1c(Cl)cc2c(c1Cl)Cc1cc([N+](=O)[O-])ccc1-2 | i | -4% | 11 | 5% | 18% | 2% | 0% | 1% | -39%
Cc1cc(N2Cc3ccccc3C2)ccc1C=O | i | -22% | 24 | -16% | 5% | 5% | 9% | -4% | -30%[inhibitor]
O=C(NCCc1ccccc1)/C(=C\c1ccccc1)NC(=O)c1ccco1 | i | -12% | 2 | -11% | · | 3% | 20% | 3% | 6%
Clc1ccc(-c2ccc(SCc3ccccn3)nn2)cc1 | i | -28% | 3 | 0% | 25% | -9% | 24% | -7% | 13%
Cc1ccccc1CN1CCC(CNc2ncnc3onc(-c4ccc(Cl)cc4)c23)CC1 | · | i | · | 4% | -20% | -7% | 0% | ? | -2%
CCOC(=O)C1=CCN(S(=O)(=O)c2ccccc2C)C1c1ccc(F)cc1 (configuration not stated) | i | i | -19 | -20% | 28% | 4% | 0% | 21% | -3%
CC12CCC(C(=O)Nc3ccccc3)(C(Br)C1=O)C2(C)C (configuration not stated) | i | i | 17 | -2% | -10% | 7% | -10% | 3% | -4%
CC(=O)c1c(C)[nH]c(C(=O)N(C)CC(=O)Nc2ccc(Cl)c(C(F)(F)F)c2)c1C | i | -7% | 7 | ? | 23% | 0% | -4% | -1% | 3%
CS/C(=C\[N+](=O)[O-])Nc1ccc(OC(F)(F)F)cc1 | i | i | -18 | ? | -16% | 8% | ? | -3% | 4%
Fc1ccc(/C=N/NC(=S)Nc2cccnc2)cc1F | i | -3% | -24 | -20% | -18% | -4% | ? | 17% | 5%
COc1ccc(-c2csc3ncnc(Nc4cccc(F)c4)c23)cc1 | · | i | · | 12% | -15% | · | -12% | · | -23%
O=C(COC(=O)/C=C/c1ccc(Br)o1)NCCCN1CCCC1=O | i | i | 4 | 55%[activator] | 6% | 0% | -23%[0.397 µM] | 11% | 8%
O=C(/C=C/c1cccc([N+](=O)[O-])c1)NC(=S)Nc1cccc(NC(=O)c2ccccc2Cl)c1 | i | i | 0 | 9% | 5% | 3% | ? | -4% | 22%
CCCn1c(=O)c(C(=O)NNC(=O)Cc2ccccc2)c(O)c2ccccc21 | i | -13% | -18 | -20% | -12% | -1% | 7% | 0% | -9%
COc1ccc(CCN2CC(C(=O)N(C)Cc3ccc(C)o3)CCC2=O)cc1 (configuration not stated) | i | -13% | -9 | -20% | -14% | 3% | 12% | 2% | 13%
COc1ccc(-n2c(=S)[nH]c3cc(C(=O)NCc4ccco4)ccc3c2=O)c(OC)c1 | i | -17% | -61* | -4% | ? | -3% | -10% | -14% | 0%
CCS(=O)(=O)N1CCc2cc(C(=O)NC(C)c3ccccc3)ccc21 (configuration not stated) | · | i | · | 8% | 6% | · | 2% | · | -25%
O=C(C[C@@H]1C/C=C\CCC(=O)OC[C@@H]2CCCN2C1=O)N[C@H](CO)Cc1ccccc1 | i | -19% | 0 | 10% | -23% | -1% | 7% | 2% | -6%
O=c1[nH]cnc2ccc([N+](=O)[O-])cc12 | i | i | -9 | -19% | -2% | -12% | -12% | -1% | -8%
O=C(COC(=O)c1ccccc1[N+](=O)[O-])c1ccc(C2CCCCC2)cc1 | i | -12%[57.5 µM] | 33 | ? | -2% | 2% | 9% | 0% | 14%
Cc1ccc(S(=O)(=O)NCC(=O)OCN2C(=O)c3ccccc3C2=O)cc1 | i | -19% | 7 | 0% | 1% | -3% | -11% | -21% | -22%
COc1ccc2c(C)cc(SCC(=O)NCC3CCCO3)nc2c1 (configuration not stated) | i | -19% | 9 | -10% | -4% | 4% | 22% | -6% | 3%
Cc1ccc(-c2nc3cccnc3s2)cc1NC(=O)C(C)C | · | 5% | · | 2% | -19% | · | 2% | · | -8%
COc1ccc(CN2C[C@@H](CO)O[C@@H](n3cnc4c(N(C)C)ncnc43)C2)cc1 | i | i | 23 | 3% | -23% | 1% | 20% | 1% | -9%
Cc1ccc(-n2nc3ccc(NC(=O)c4ccco4)cc3n2)cc1 | i | i | 1 | 23% | 19% | -1% | -1% | -14% | -5%
O=C(NCc1ccco1)N1c2ccccc2Sc2ccccc21 | i | ? | ? | ? | -3% | 5% | ? | 10% | -3%
O=C(CC1SC(=Nc2ccccc2)N(Cc2ccccn2)C1=O)Nc1ccc(Br)cc1 (configuration not stated) | i | -13% | -8 | ? | ? | 11% | ? | -4% | 12%
Cc1ccc(-c2nnc(-c3ccccc3Br)o2)cc1 | i | -27% | -7 | -26% | 1% | -9% | ? | -3% | -14%
c1cnc2ccc(-c3ccc4ncccc4c3)cc2c1 | i | -36% | -4 | 38% | -7% | -6% | ? | 8% | -5%
O=C(NC1CCN(Cc2ccccc2)CC1)c1cccc(S(=O)(=O)Nc2ccc(SC(F)F)cc2)c1 | i | -84%[inhibitor] | -101* | ? | 34% | -17% | -12% | 0% | -14%
CCOC(=O)[C@]12CCC=C1N(Cc1ccc(Cl)cc1Cl)C(=O)[C@H](CC(=O)NCCCOC)C2 | i | i | 6 | ? | 32% | 10% | 24% | 7% | -2%
Cc1ccc(-c2csc(NC(=O)CCNC(=O)c3ccco3)n2)cc1 | i | i | 16 | ? | 3% | 2% | 19% | 2% | 15%
CCCCC(=O)N1CCc2cc(OC)c(OC)cc2C1COc1ccc(C(=O)OCC)cc1 (configuration not stated) | · | i | · | ? | ? | 23% | 22µM* | 7% | -4%
O=C(COc1ccc(S(=O)(=O)NCc2ccccc2)cc1Cl)NCc1ccncc1 | i | -24% | -8 | 0% | -4% | -1% | -3% | 1% | -10%
C#CCn1c(S(=O)(=O)Cc2ccc(C)cc2)nc(-c2ccccc2)c1-c1ccccc1 | i | -19% | -21 | -18% | 31% | 2%&-8% | 9% | 0% | 41%
O=C(CSc1nc2c(c(=O)[nH]1)CCC2)Nc1cc(C(F)(F)F)ccc1Cl | · | i | · | 2% | 22% | · | 29% | · | -13%
CCc1nnc(NC(=O)c2ccc(NS(=O)(=O)c3ccccc3)cc2)s1 | i | 0%[57.5 µM] | -3 | 0% | 22% | ? | -20% | -2% | 5%
CC1Cc2ccccc2N1C(=O)CCN1C(=O)C2C3C=CC(C3)C2C1=O (configuration not stated) | i | -15% | 0 | ? | ? | -7% | -1% | -2% | 2%
